# OX1R antag-1 – antagonists of human orexin 1 receptor; 330,000 tested, 0.43% active; inhibition, % at 5 µM; CHO/OX1R cells, Fluo-8 calcium fluorescence, orexin A; AID 434989; O43613;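 active = inhibition above its plate's threshold, mean inhibition of all tested compounds on the plate plus 3 SD, cut at about 37% in these data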;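 also: 0% = orexin A challenge wells and 100% = SB-334867-A antagonist wells; not every result past the cut was called active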
# Target sequence (O43613 whole entry, looked up): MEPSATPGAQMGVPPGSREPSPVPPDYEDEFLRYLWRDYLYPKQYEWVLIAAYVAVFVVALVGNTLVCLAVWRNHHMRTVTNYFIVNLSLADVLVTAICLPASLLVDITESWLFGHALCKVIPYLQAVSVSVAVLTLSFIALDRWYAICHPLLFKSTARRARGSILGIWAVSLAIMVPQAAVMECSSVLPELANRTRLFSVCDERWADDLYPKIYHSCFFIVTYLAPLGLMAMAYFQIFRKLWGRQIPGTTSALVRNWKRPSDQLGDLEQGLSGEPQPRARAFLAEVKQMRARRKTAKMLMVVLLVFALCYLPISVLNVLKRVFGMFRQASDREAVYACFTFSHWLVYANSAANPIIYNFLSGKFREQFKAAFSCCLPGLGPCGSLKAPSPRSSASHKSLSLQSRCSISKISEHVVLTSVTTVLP
# STK33 kinase inh – blocks human STK33 kinase activity | purified STK33, MBP phosphorylation, ADP-Glo luminescence | inhibition, % at 10 µM | 320,000 tested, 0.073% active | AID 2661;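 active = inhibition at or above 25%, using the most active replicate where run in duplicate; inactive = inhibition below 25%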
# Target sequence (Q9BYT3 whole entry, looked up): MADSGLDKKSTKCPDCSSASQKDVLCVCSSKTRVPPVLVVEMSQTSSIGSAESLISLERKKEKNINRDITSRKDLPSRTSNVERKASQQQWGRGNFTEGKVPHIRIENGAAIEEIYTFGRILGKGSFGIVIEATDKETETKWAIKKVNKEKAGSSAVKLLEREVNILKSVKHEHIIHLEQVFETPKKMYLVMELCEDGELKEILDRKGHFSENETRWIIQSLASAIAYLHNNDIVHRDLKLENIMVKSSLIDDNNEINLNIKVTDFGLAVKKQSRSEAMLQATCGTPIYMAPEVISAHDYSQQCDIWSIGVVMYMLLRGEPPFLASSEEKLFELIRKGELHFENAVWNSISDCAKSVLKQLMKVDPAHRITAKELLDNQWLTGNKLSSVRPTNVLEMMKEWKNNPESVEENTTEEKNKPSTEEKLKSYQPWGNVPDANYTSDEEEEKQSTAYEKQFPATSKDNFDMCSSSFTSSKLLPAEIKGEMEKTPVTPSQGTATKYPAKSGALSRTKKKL
# OX1R antag-2 – OX1R (human) antagonism; O43613; OX1R-expressing cells, FRET antagonist read-out; inhibition, % at 6.6 µM; 330,000 tested, 1.8% active; AID 485270; in the data active = inhibition mostly above about 38%, no sharp cut-off; inactive = mostly below about 40%;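 also: 0% = agonist challenge alone and 100% = reference antagonist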
# Active calls of the source: *; nt = no result given.
Compound | OX1R antag-1 | STK33 kinase inh | OX1R antag-2
Cc1ccccc1Cc1c(C)nc2c(C(=O)NCc3ccc4c(c3)OCO4)cnn2c1C | -31 | -0.9 | 3
CCOc1cc(/C=N/NC(=O)C(O)(c2ccccc2)c2ccccc2)ccc1OC(=O)c1ccco1 | -4 | 0.1 | 9
CCC1CCCCN1C(=O)c1cc(COc2ccc(-n3cncn3)cc2)on1 (stereo not given) | -11 | 0.1 | 16
CCOCCCNC(=O)CN1C(=O)COc2ccc(S(=O)(=O)N3CCC(C)CC3)cc21 | -10 | -1.6 | 12
CNC(=O)c1cccc(NC(=O)CCCNC(=O)c2ccc(Cl)cc2)c1 | -20 | -2.3 | 2
COc1ccc(N2CCN(C(=O)c3ccc(-c4ccccc4)cc3)CC2)cc1 | 1 | 0.2 | 4
O=C1NC(=O)C2C1C(c1ccc([N+](=O)[O-])cc1)=NN2Cc1ccccc1 (stereo not given) | 20 | 12 | 75*
Cc1cc(NC(=O)CSc2nc(-c3ccccc3)nc3c2c(=O)n(C)c(=O)n3C)no1 | -2 | 0.1 | 22
COCCCN(C(=O)Nc1ccccc1)C(C)c1ccncc1 (stereo not given) | 12 | -1.3 | 9
O=C(O)c1[nH]c2ccccc2c1NS(=O)(=O)Cc1ccccc1 | -4 | 0.2 | 16
Fc1ccc(C(c2nnnn2Cc2ccco2)N2CCN(C3CCCCC3)CC2)cc1 (stereo not given) | -24 | -0.2 | 28
COC(=O)c1ccc(OC(=O)c2cccnc2SC)cc1 | -28 | 3.0 | 7
COc1nc(-c2ccc(Cl)cc2)nnc1C | -12 | 0.3 | 8
C=CCn1c(C(C)NC(=O)COC)nc2ccccc21 (stereo not given) | 0 | 0.1 | -3
O=C(NCCC1CCCCN1S(=O)(=O)c1ccccc1)C(=O)NCCN1CCOCC1 (stereo not given) | -24 | 1.2 | 13
Cc1c(Cl)cccc1N=C1SCCN1C(=O)CN1C(=O)NC2(CCCC2)C1=O | -20 | -0.5 | 13
Cc1ccccc1NC(=O)CSC(=O)c1ccccc1 | -9 | -0.2 | 4
COc1cc(/C=N/NC(=O)C(Cc2c[nH]c3ccccc23)NC(=O)OCC(C)C)cc([N+](=O)[O-])c1O (stereo not given) | 2 | 3.4 | 52
COc1ccc(C2=CC(=O)C[C@H](c3ccc4c(c3)OCO4)C2)cn1 | 3 | -1.2 | 12
O=C(O)c1ccccc1NC(=O)c1ccccc1-c1ccccc1C(=O)O | -11 | -1.7 | 0
Cc1[nH]n(C2=NCCS2)c(=O)c1N=Nc1cccc(C(F)(F)F)c1 | -5 | 1.2 | 7
CSc1nnc(C(C)c2ncc(C(F)(F)F)cc2Cl)n1C (stereo not given) | 2 | 0.2 | 13
COc1cc(OC)cc(C(=O)N[C@H](C(=O)NCc2ccc(F)cc2)C(C)C)c1 | -20 | 0.1 | -5
CCC(Sc1nc(C)cc(=O)[nH]1)C(=O)Nc1nc2c(s1)CCCC2 (stereo not given) | 6 | 0.2 | 13
COc1ccc(CCNc2nc(-c3ccc(F)cc3)c(CC(=O)O)s2)cc1OC | -13 | 1.1 | 20
CCOC(=O)C1(Cc2ccc(OC)cc2)CCN(S(C)(=O)=O)CC1 | -16 | -1.4 | 16
Cc1ccc(-c2nnc(SCC(=O)N/N=C/c3cccs3)n2-c2ccc(C)cc2)cc1 | -22 | -0.2 | 13
CC(=O)Nc1sc2c(c1C#N)CCCC2 | -1 | -2.8 | 3
Cc1cc(OC(=O)c2ccc(F)cc2)c([N+](=O)[O-])c(=O)[nH]1 | -12 | -0.9 | 11
Nc1cc(C(=O)OCC(=O)NNC(=O)c2cccs2)ccc1Cl | -10 | 0.1 | 27
CCOC(=O)Nc1c(O)ccc2oc(C)c(-c3ccccc3)c12 | -19 | -1.1 | 10
CCOC(=O)N1CCN(C(=O)c2noc(C(C)C)c2[N+](=O)[O-])CC1 | -12 | -1.0 | 4
Cc1ccc(C)c(CN2C(=O)C3CCCN3c3ccc(C#N)cc32)c1 (stereo not given) | -12 | -1.6 | 5
OC(COC(c1ccccc1)c1ccccc1)CN1CCc2ccccc2C1 (stereo not given) | -57 | -1.5 | 12
COc1ccc(C(=O)/C=C/Nc2ccc([N+](=O)[O-])cc2C)c(OC)c1 | -20 | 1.1 | 12
Cc1ccccc1Sc1ccc(N)cn1 | 2 | -0.1 | 23
Cc1ccc(-c2noc(C3CCN(C(=O)Nc4ccc(C#N)cc4)CC3)n2)o1 | 3 | -0.4 | 11
Cc1c(NC(=O)c2ccc(N(C)S(C)(=O)=O)cc2)c(=O)n(-c2ccccc2)n1C | 8 | -1.5 | 13
COc1ccc(C(=O)NN(c2ccccc2)c2ccccc2)cc1 | 9 | -0.3 | 8
COC(=O)c1nc(N)sc1C(C)C | 13 | -0.3 | 5
CCn1c(CCNC(=O)c2ccc(F)cc2)nc2ccccc21 | -16 | 0.2 | 4
O=C(NCCCN1CCOCC1)c1c(F)c(F)c(F)c(F)c1F | 4 | -1.0 | 3
COc1ccc(C2(C(=O)NC3CCCCC3)CCOCC2)cc1OC | -17 | -0.2 | 6
O=C(CSCc1ccccc1)Nc1ccc(F)c(F)c1 | -2 | -0.5 | 21
CCOC(=O)CSc1nc2ccccc2c(=O)[nH]1 | -9 | -0.9 | 18
O=C(COC(=O)C12CC3CC(CC(C3)C1)C2)NCCCc1ccccc1 | -11 | 0.4 | 3
CC(=O)c1c(O)cc(=O)n(-c2ccccc2)c1-c1ccc(C)cc1 | 21 | -1.2 | 6
CC1=C(C(=O)OCC2CCCCC2)C(c2cccc(O)c2)NC(=O)N1 (stereo not given) | -25 | -0.7 | -3
COc1ccc(/C=C2\CCCC3C2=NN(C(=O)c2ccco2)C3c2ccc(OC)c(OC)c2)cc1OC (stereo not given) | -32 | 0.7 | 5
Nc1ccc2c(c1)ncn2CCCn1cnc2cc(N)ccc21 | -4 | -0.3 | 14

# Arranged by molar mass (highest first): some entries from above
Compound | OX1R antag-1 | STK33 kinase inh | OX1R antag-2
Nc1cc(C(=O)OCC(=O)NNC(=O)c2cccs2)ccc1Cl | -10 | 0.1 | 27
COc1ccc(C(=O)NN(c2ccccc2)c2ccccc2)cc1 | 9 | -0.3 | 8
CCOC(=O)Nc1c(O)ccc2oc(C)c(-c3ccccc3)c12 | -19 | -1.1 | 10
COC(=O)c1nc(N)sc1C(C)C | 13 | -0.3 | 5

# New compounds follow:
Compound | OX1R antag-1 | STK33 kinase inh | OX1R antag-2
CC(C)CC(=O)N1CCN(Cc2ccc(Br)cc2)CC1 | 3 | 0.1 | 18
Cc1ccc(C)c(-n2cc(CN3CCN(C(=O)c4ncn[nH]4)CC3)c(-c3ccccc3)n2)c1 | -27 | -0.1 | -3
FC(F)Oc1ccccc1NC(=S)Nc1cccc(Cl)c1Cl | -6 | -2.2 | 6
COc1ccc(Cl)cc1NC(=O)CSc1nc(N2CCOCC2)nc(N2CCOCC2)n1 | -15 | 0.8 | 6
COc1ccc(/C(C)=N/NC(=O)CNC(=O)c2cccs2)cc1OC | -10 | -1.1 | 8
COc1ccc(CC(=O)N[C@@H]2c3cc(OC)c(OC)cc3C[C@H]2O)cc1 | -17 | nt | 1
COc1cc(C(=O)N2CCCCCCC2)ccc1OC1CCN(C(C)=O)CC1 | -20 | -2.5 | 14
O=C(Nc1ccc(-n2ccnc2P(=O)(O)c2ccccc2)cc1)c1ccccc1Br | -11 | 2.2 | 18
c1ccc(-c2cc3c(NCC4COc5ccccc5O4)ncnc3s2)cc1 (stereo not given) | -20 | -1.7 | 39
CCCC1(C(=O)OC)NC(c2ccco2)C2C(=O)N(C)C(=O)C21 (stereo not given) | -9 | -0.4 | 1
COc1ccc(NC(=O)c2cccnc2Nc2ccccc2)cc1 | 1 | -0.9 | 18
Cc1cnc(NC(=O)CCCSc2nc3ccccc3s2)s1 | -19 | 0.4 | 15
COCCCNC(=O)CNC(=O)c1nn(-c2ccc(OC)c(Cl)c2)c(=O)c2ccccc12 | 9 | -0.4 | -6
O=C1CCCN1CCCNc1ncnc2c1[nH]c1ccccc12 | 5 | 0.0 | 7
CCNc1ccc(S(=O)(=O)N(C)C)cc1NCC(=O)Nc1ccccc1Cl | -1 | -2.5 | 8
O=C1CCCc2nn(-c3ccccc3)nc21 | -3 | 0.5 | 10
COc1cc(NC(=O)c2c(OC)cccc2OC)ccc1NC(=O)c1cc2ccccc2o1 | -38 | -0.1 | 0
CCOC(=O)C1CCN(C(=O)c2oc3ccc(S(=O)(=O)N4CC(C)CC(C)C4)cc3c2C)CC1 (stereo not given) | -41 | -2.1 | 10
CC1(C)OC(=O)C(=NNc2ccc(Br)cc2)C(=O)O1 | -9 | -0.1 | 25
COc1ccc(Br)cc1CN1CCN(c2ncccn2)CC1 | -17 | -0.1 | 4
CCOC(=O)C(C)NC(=O)c1cn(-c2ccc(OC)cc2)c(=O)c2ccccc12 (stereo not given) | -16 | 0.3 | -5
O=C(CCS(=O)(=O)Cc1ccccc1)N1CCN(Cc2ccccc2)CC1 | -75 | 1.0 | 18
CC12CCC(C(=O)NCc3ccccn3)(OC1=O)C2(C)C (stereo not given) | -1 | -0.3 | 4
COc1ccc(CN/C=C2\CCCCC2=O)cc1 | -14 | 0.0 | -4
CCOC(=O)C1(Cc2ccc(OC)cc2)CCN(C(=O)C2CCCO2)CC1 (stereo not given) | 11 | -0.3 | 18
CCOC(=O)CSc1nnc(CNC(=O)c2ccc(S(=O)(=O)N3CCCCC3)cc2)n1C | -11 | 0.0 | 7
CCCCN(CCCC)c1nc2ccccc2nc1NS(=O)(=O)c1ccc(NC(C)=O)cc1 | -25 | -0.4 | 8
CCSc1nnc(-c2cnn(-c3ccccc3)c2-n2cccc2)n1C | -6 | 0.0 | 24
O=C(CSc1nnc(-c2ccncc2)n1CC1CCCO1)Nc1ccccc1Cl (stereo not given) | -4 | 0.4 | 26
CC1=C(C(=O)OCc2ccccc2)C(c2ccc(Cl)cc2)NC(=O)N1C (stereo not given) | -42 | 1.7 | 17
CCCn1c(CCNC(=O)c2ccco2)nc2ccccc21 | -22 | -1.2 | 22
CCn1c2c(c(=N)c3ccccc31)CCC2 | -3 | -0.3 | 0
Cn1c(=O)[nH]c(=O)c2c1ncn2CCN1CCOCC1 | -10 | -0.8 | 25
N#C/C(=C\N1CCOCC1)c1ccccc1 | -13 | 2.3 | 8
CCCCC1=CC2=CC(=O)C(C)(OC(=O)CC)C(=O)C2=CN1Cc1ccc2c(c1)OCO2 (stereo not given) | -12 | -0.5 | 27
Cc1cc(C)c(NC(=O)CSc2ccc3nnc(CCNC(=O)c4ccccc4)n3n2)c(C)c1 | -14 | -1.8 | 5
COc1cccc(CNC(=O)C(Cc2ccccc2)n2cccc2)c1 (stereo not given) | -21 | -1.8 | 16
CCOC(=O)N1C(=O)[C@](c2ccc(Cl)cc2)(C(C)C)N1C(=O)OCC | -7 | -0.9 | 6
Cc1nccc(-c2cc(-c3ccc(Cl)cc3Cl)no2)n1 | -14 | 0.9 | 2
Nc1n[nH]c(-c2ccccc2[N+](=O)[O-])n1 | -17 | -2.4 | 14
Cc1ccc2oc(-c3ccco3)nc2c1 | -5 | 0.9 | 8
O=C(Cc1ccc(Cl)cc1)Nc1ccc2c(c1)C(=O)NC2=O | 8 | 0.7 | 25
COCc1c(C(=O)OCC(=O)N2CCCC2=O)oc2ccccc12 | -12 | -0.7 | 4
CC(=O)c1cccc(NC(=O)CC2SC(N3CCCCC3)=NC2=O)c1 (stereo not given) | -15 | -2.3 | 16
Cc1ccc(Cl)c(OC(=O)C2CSC3(C)CCC(=O)N23)c1 (stereo not given) | -8 | nt | 1
O=C(Nc1ccc(F)c(F)c1)C1CCN(S(=O)(=O)c2cccc3nonc23)CC1 | 4 | 0.3 | 17
Cn1c(=O)c2c(nc(N3CCOCC3)n2Cc2c(F)cccc2Cl)n(C)c1=O | -21 | -1.2 | 15
N/C(=N\OC(=O)C12CC3CC(CC(C3)C1)C2)c1ccncc1 | -13 | 0.9 | 1
CCOc1ccc(NC(=O)N2CCC(n3nnc4cc(C)ccc43)CC2)cc1 | -52 | -0.5 | 17
CCn1c(CNC(=O)C(C)(C)C)nc2ccccc21 | -8 | -2.3 | 6

# Five records picked at random from the list so far:
Compound | OX1R antag-1 | STK33 kinase inh | OX1R antag-2
CCNc1ccc(S(=O)(=O)N(C)C)cc1NCC(=O)Nc1ccccc1Cl | -1 | -2.5 | 8
O=C(Nc1ccc(F)c(F)c1)C1CCN(S(=O)(=O)c2cccc3nonc23)CC1 | 4 | 0.3 | 17
CC12CCC(C(=O)NCc3ccccn3)(OC1=O)C2(C)C (stereo not given) | -1 | -0.3 | 4
COc1ccc(CCNc2nc(-c3ccc(F)cc3)c(CC(=O)O)s2)cc1OC | -13 | 1.1 | 20
COc1cccc(CNC(=O)C(Cc2ccccc2)n2cccc2)c1 (stereo not given) | -21 | -1.8 | 16

# (cont.)
Compound | OX1R antag-1 | STK33 kinase inh | OX1R antag-2
c1coc(-c2nc(-c3ccncc3)no2)c1 | -18 | 1.7 | 5
Cc1cc(Cl)c(C)c(S(=O)(=O)N2CCN(CC(=O)N3CCOCC3)CC2)c1Cl | -33 | -1.6 | 0
O=C(Nc1ccccn1)C1CCCN(c2ncnc3c2nc2n3CCCCC2)C1 (stereo not given) | -3 | -2.7 | 18
CCCCCCCCCSc1n[nH]c(N)n1 | -28 | -0.9 | 19
COc1ccccc1NC(=O)C1CCCN(c2nc(C)cc(C)n2)C1 (stereo not given) | -28 | -1.3 | 13
CCOc1ccc(C(=S)N2CCCC2)cc1OCC | -13 | -1.8 | 3
CC(=O)c1c(C)[nH]c(C(=O)NNC(=O)c2ccc(Br)cc2)c1C | -21 | 0.7 | 5
COc1cccc(NC(=O)CSc2nc3ccccc3nc2N2CCOCC2)c1 | -20 | -1.0 | 4
CC(C)(C)NC(=O)C1CC1(c1ccccc1)c1ccccc1 (stereo not given) | -22 | -1.9 | -3
CCOc1ccc(N2C(=O)/C(=C/c3ccco3)N(C)C2=S)cc1 | -7 | -3.1 | -3
O=C(NCCCN1CCC(Cc2ccccc2)CC1)c1ccc2nc(N3CCOCC3)sc2c1 | -14 | 2.3 | 15

# Bioassay records from PubChem.
